CXXC DNA block: inhibitors of human MLL CXXC domain-DNA interaction; Q03164; Potency, µM (titrated, usually from 115 µM), for the others: at the highest dose activity change, negative = inhibition, most hits filed as inhibitors; actives 0.037% (n = 290,000); MLL-CXXC / FITC-HOXA9 DNA fluorescence polarization; active = well fitted inhibition curve with a large enough effect in the polarisation, with a control signal flat, not every such curve was filed as active; inconclusive = small, poorly fitted or top-dose-only effect, or effect the other way, or a change in a side signal; inactive = no such curve, though single readings can be large or run the other way; the % refers to the polarisation; also: potency is read from the fitted curve at half-maximal effect
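Purified MLL-CXXC (added from a 7 uM solution) was preincubated 5 min at ambient with pinned compounds in 50 mM Tris-HCl pH 7.5, 50 mM NaCl, 1 mM DTT, 0.05% BSA. Fluorescein-labeled HOX-A9 DNA (50 nM solution) followed, 30 min, then polarization read.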
TRPV1 ag: activates the human vanilloid receptor TRPV1 | activation, % at 8.33 µM | actives 0.19% (n = 320,000) | AID 540275 | Q8NER1 | TRPV1-expressing cells, Fluo-8 calcium influx, agonist mode; in the data active = activation above about 80%; inconclusive = between about 30% and that limit; also: 0% is about no effect
Target sequence (Q8NER1 whole entry, looked up): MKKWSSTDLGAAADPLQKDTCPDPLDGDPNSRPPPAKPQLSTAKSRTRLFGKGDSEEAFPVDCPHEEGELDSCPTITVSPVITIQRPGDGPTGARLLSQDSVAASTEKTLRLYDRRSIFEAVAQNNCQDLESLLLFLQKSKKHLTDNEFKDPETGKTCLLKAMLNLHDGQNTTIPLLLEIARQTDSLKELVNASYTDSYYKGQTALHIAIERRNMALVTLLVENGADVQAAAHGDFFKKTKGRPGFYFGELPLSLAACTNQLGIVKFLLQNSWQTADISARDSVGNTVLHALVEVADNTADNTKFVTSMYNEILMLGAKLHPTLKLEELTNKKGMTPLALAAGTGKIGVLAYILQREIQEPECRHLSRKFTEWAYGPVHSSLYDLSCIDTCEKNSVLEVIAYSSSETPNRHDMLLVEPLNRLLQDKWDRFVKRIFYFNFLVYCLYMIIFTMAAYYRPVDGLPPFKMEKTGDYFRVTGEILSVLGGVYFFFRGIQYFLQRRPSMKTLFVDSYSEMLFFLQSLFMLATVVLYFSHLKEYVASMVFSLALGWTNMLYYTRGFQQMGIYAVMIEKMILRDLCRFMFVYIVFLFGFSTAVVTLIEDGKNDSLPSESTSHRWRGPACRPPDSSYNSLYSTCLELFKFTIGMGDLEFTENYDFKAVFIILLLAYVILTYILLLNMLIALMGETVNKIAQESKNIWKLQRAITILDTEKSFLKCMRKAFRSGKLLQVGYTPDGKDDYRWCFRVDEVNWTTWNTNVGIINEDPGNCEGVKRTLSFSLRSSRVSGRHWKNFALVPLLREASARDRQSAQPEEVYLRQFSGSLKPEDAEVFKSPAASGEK
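Cells expressing TRPV1 were dye-loaded with Fluo-8 and read kinetically: 10 s baseline, 3 min after compound (agonist portion), then 2 min after EC20 capsaicin (allosteric enhancer portion). Calcium-bound dye fluorescence at 480/520 nm.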
MBNL1 CUG block: inhibitors of human MBNL1 binding to CUG repeat RNA. Q9NR56. TR-FRET MBNL1-His/biotin-(CUG)12 binding, 665/545 ratio. Potency, µM (doses to about 57.5 µM), for inactives: top-dose activity change, negative = inhibition, usual class: inhibitors. actives 0.036% (n = 280,000). AID 2675; active = well fitted inhibition curve with a large enough effect in the signal ratio, with a control signal flat, not every such curve was filed as active; inconclusive = small, poorly fitted or top-dose-only effect, or effect the other way, or a change in a side signal; inactive = no such curve, though single readings can be large or run the other way; the % refers to the signal ratio; also: potency is read from the fitted curve at half-maximal effect; % is scaled to controls: 0 for no effect and ±100 for the full control effect
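Compounds (final 92 nM to 58 uM) are added to His-tagged MBNL1 and biotin-(CUG)12, then terbium anti-His antibody and streptavidin-XL665 (5 nM final). After 60 min at room temperature, the 665/545 nm ratio is read.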
GALK inh: blocks human galactokinase activity. Purified GALK, Kinase-Glo residual ATP luminescence. P51570. actives 0.007% (n = 270,000). Potency, µM (top dose mostly 57.5 µM), inactives show at the highest dose activity change, negative = inhibition, most hits filed as inhibitors; also: potency is read from the fitted curve at half-maximal effect; % is scaled to controls: 0 for no effect and ±100 for the full control effect
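5 nM enzyme, 35 uM ATP, 100 uM galactose, 20 mM HEPES pH8.0, 5 mM MgCl2; 1 h RT; residual ATP by Kinase-Glo Plus luminescence, qHTS format.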
KCNH2 3.1 block: inhibitors of human KCNH2 3.1 potassium channel isoform; AID 720553; U2OS KCNH2 3.1, thallium flux FluxOr; stronger effect = lower value; actives 0.95% (n = 340,000); activity change, % (tested at about 1.8 µM);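 active = maximum activity change below -70%; inconclusive = maximum activity change from -70% to -50%; inactive = maximum activity change above -50%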;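 also: thallium influx rate constant from kinetic fluorescence after stimulation buffer; % is scaled to controls: 0 for no effect and ±100 for the full control effect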
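U2OS cells transduced with KCNH2 3.1 mutant virus (1.77 x 10^8 /mL, 4 h), plated overnight at 37 C, loaded 45 min with FluxOr dye plus Red40 quencher. Thallium flux rate constant from kinetic reads after stimulation buffer, normalised to controls.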
a7 integrin act: activators of alpha7 integrin expression for muscular dystrophy; alpha7betagal myoblasts, beta-gal FDG fluorescence, 48 h; Potency, µM (highest dose often 38.3 µM), without a hit: at the top dose activation, actives largely listed as activators; actives 0.064% (n = 350,000); AID 624291;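 also: potency is read from the fitted curve at half-maximal effect; 100% = response of the positive control SU9516; nearly all actives have a fitted effect of over 60% in size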
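Alpha7betagal+/- myoblasts (passage 13) were plated 16-24 hr, then exposed to compounds (1:260 dilution of DMSO stock) for 48 hours at 37C. After MPER lysis, β-galactosidase reporter activity was read as FDG fluorescence (ex 480/em 540) after 30 minutes.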
hERG WT inh: inhibitors of human wildtype KCNH2 potassium channel; Q12809; U2OS, BacMam KCNH2, thallium flux FluxOr; stronger effect = lower value; activity change, % at 1.84 µM; actives 0.37% (n = 340,000); AID 720551;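 active = maximum activity change below -70%; inconclusive = maximum activity change between -70% and -50%; inactive = maximum activity change above -50%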; also: % is scaled to controls: 0 for no effect and ±100 for the full control effect
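U2OS cells were transduced with wild-type KCNH2 virus (2.03 x 10^8 / mL) for 4 h at room temperature, then cultured overnight at 37 C. Thallium flux was read with FluxOr dye. Rate constants were normalized to DMSO controls.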
ASM inhibitor: inhibitors of human secretory acid sphingomyelinase | placental ASM, HMU-PC fluorogenic substrate, 60 min | AID 504937 | P17405 | Potency, µM (doses to about 57.5 µM), inactives show at the highest dose activity change, negative = inhibition, most hits filed as inhibitors | actives 0.006% (n = 340,000); also: potency is read from the fitted curve at half-maximal effect
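Human placenta-derived ASM preincubated with compound 10 min at room temperature, then reacted with 9 uM (final) fluorogenic HMU-PC substrate for 60 min at 37 C. Stop solution raises pH to 10; fluorescence read at Ex 386/Em 447 nm.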
FBPA coupling cs: coupling enzyme interference in Giardia aldolase counter-screen | coupling enzyme system counterscreen, AmpLite Red fluorescence | activity change, negative = inhibition, % at 58.2 µM, hits read low | actives 0.67% (n = 290,000); in the data active = activity change below about -30%; also: % is scaled to controls: 0 for no effect and ±100 for the full control effect
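First, compound is pin-transferred into glyceraldehyde-3-phosphate coupling-enzyme reagent at 57.5 uM final and held 10 min at RT. Next, substrate, coupling system and AmpLite Red are added. After 20 min RT, fluorescence (525/598 nm) is read.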
AT treatment: potential ataxia-telangiectasia treatment; Potency, µM (series often up to 57.5 µM), inactives show at the top dose activation, hits mostly activators; AID 485349; […] A-T fibroblasts, KAP-1 phosphorylation AlphaLISA; neocarzinostatin DNA damage 30 min before lysis; actives 0.19% (n = 320,000); also: potency is read from the fitted curve at half-maximal effect; % of control where 0% means no effect; nearly all actives have a fitted effect of over 45% in size
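hTERT-immortalized A-T patient fibroblasts ([…]), 500 cells/well in OPTI-MEM, 1% FBS, got compounds for 60 min, then NCS for 30 min at 37C. Lysates were then assayed for phospho-KAP-1 by AlphaLISA (anti-pKAP1 donor, anti-KAP1 acceptor beads), 6 hr at 25C.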
The depositor's hits bear a star; u = inconclusive; x = no result given; [ ] = another dose, or the depositor's remark. Unless noted, calls follow the shape of the dose curve; as a rule, active = well fitted curve in the direction sought with a large enough effect; inconclusive = small, poorly fitted or top-dose-only effect, or another doubt; inactive = no such curve, though single readings can be large; an effect the other way counts as inactive or inconclusive.

molecule	TRPV1 ag	MBNL1 CUG block	FBPA coupling cs	a7 integrin act	KCNH2 3.1 block	CXXC DNA block	GALK inh	ASM inhibitor	AT treatment	hERG WT inh
COc1ccc(CCNC(=O)C(=O)NCC2OCCN2C(=O)c2ccc(Cl)cc2)cc1 (stereo not drawn)	-3	4%	0	0%	7	8%	-7%	-1%	-2%	-6
COCC(C)NC(=O)c1cc(-c2cccc(OC)c2)on1 (stereo not drawn)	15	-17%	2	-5%	-2	-2%	2%	1%	4%	5
CC1(C)OC(=O)C(=C2CCCN2)C(=O)O1	2	4%	4	-5%	-12	6%	1%	4%	x	0
CCOc1ccc(N(C)S(=O)(=O)c2c[nH]c(C(=O)OC)c2)cc1	5	-3%	-2	7%	7	7%	1%	0%	8%	-2
CCSc1nc2c(c(=O)[nH]1)C(c1cccnc1)C(C(=O)OC)=C(C)N2 (stereo not drawn)	1	-4%	1	27%	-16	1%	-5%	0%	0%	1
Cc1cc(OCn2ccc(C(=O)O)n2)ccc1Cl	6	-6%	4	8%	8	-11%	0%	4%	-6%	-2
CCCCC(=O)Nc1ccc(NC(=O)CCCC)nc1	-3	-3%	-3	3%	5	-2%	1%	2%	13%	-8
CN(CC(=O)Nc1cccc(F)c1)C(=O)CCNC(=O)c1ccco1	-2	x	x	43%	-30	x	x	1%	3%	4
CN1CCC(NC(=O)CCc2ccccc2)CC1	4	-4%	1	-13%	10	-12%	3%	-1%	4%	-4
CCOC(=O)C1CCN(S(=O)(=O)c2ccc(OC)c(OC)c2)CC1	2	-2%	3	12%	9	-3%	0%	-2%	1%	-6
CCOC(=O)C1CCN(C(=O)c2cc3cc4cc(OC)ccc4nc3o2)CC1	27	u	-5	-11%	-7	-6%	-4%	100%[activator]	3%	3
Cc1nc(C)c(C(=O)C2=C(O)C(=O)N(CCN(C)C)C2c2ccco2)s1 (stereo not drawn)	1	3%	0	0%	-10	0%	3%	6%	1%	1
COCCN(C(=O)COC(=O)Cc1ccc(Cl)cc1Cl)c1c(N)n(Cc2ccccc2)c(=O)[nH]c1=O	-3	x	x	-3%	3	x	x	x	13%	3
CCCNCc1cc(OC)c(OCC(=O)Nc2ccccc2)cc1Br	-3	1%	-1	-37%	0	u	0%	-2%	1%	6
CCNC(=O)/C(C#N)=C/c1c(N2CC(C)OC(C)C2)nc2ccccn2c1=O (stereo not drawn)	-1	u	2	-4%	9	7%	3%	102%[activator]	-15%	-17
COc1ccc(-c2nn(-c3ccccc3)cc2C(=O)NC2CCC(C)CC2)cc1 (stereo not drawn)	22	x	x	-27%	-11	x	x	-7%	-8%	-6
CCn1c(SCC(=O)Nc2nc3ccccc3s2)nc2c(c1=O)SC(C)C2 (stereo not drawn)	-3	-9%	4	-25%	-29	11%	-3%	-12%	-1%	-3
O=C(CC1NCCc2ccccc21)Nc1ccccc1 (stereo not drawn)	-1	x	-5	-30%	-5	5%	-1%	-2%	2%	-11
CCCCNc1c([N+](=O)[O-])c(=O)n(C)c2ccccc12	1	u	-1	-31%	-13	-8%	-2%	0%	-1%	0
CCC(C)(C)n1nnnc1C(c1ccc(C)cc1)N1CCN(C(=O)c2ccco2)CC1 (stereo not drawn)	1	-12%	-1	13%	19	-2%	-6%	1%	x	22
COc1ccc2nc(N3C(=O)/C(=C/c4ccc(Cl)cc4)NC3=S)sc2c1	1	x	4	-17%	5	25%	-4%	-4%	4%	-15
COc1cc(CN(C)Cc2nc3cc(C(F)(F)F)ccc3c(=O)[nH]2)ccc1OC(F)F	8	-5%	-1	9%	1	-4%	7%	-4%	u	x
COc1ccc(CCNC2=NCC(C)S2)cc1 (stereo not drawn)	-2	5%	-1	12%	5	6%	2%	2%	11%	0
CS(=O)(=O)c1ccc2nc(NC(=O)CCC(=O)c3cccs3)sc2c1	-2	30%	-2	-11%	4	9%	-2%	0%	-2%	6
COc1cc(/C=N/NC(=S)Nc2cccc(S(=O)(=O)N(C)C)c2)cc(OC)c1O	14	u	-5	2%	0	-4%	1%	3%	1%	2
Cc1cc(C(=O)N2CCN(Cc3ccc4c(c3)OCO4)CC2)cs1	-2	0%	5	10%[7.66 µM]	-44	5%	3%	5%	11%	-4
C/C=C(/C)C(=O)O[C@H]1[C@@H](O)c2c(ccc3ccc(=O)oc23)OC1(C)C	-4	-25%	1	-17%	20	8%	x	-1%	-3%	-22
CCOc1ccc(N2C(=O)CC(NCc3ccc(S(N)(=O)=O)cc3)C2=O)cc1 (stereo not drawn)	0	0%	-2	u	-1	-26%	x	-2%	9%	15
CCCN1CCN(C(=O)c2cn(CC(C)C)c(=O)c3cc(OC)c(OC)cc23)CC1	1	0%	-1	5%	2	-1%	1%	3%	1%	2
Nc1nc(SCc2ccc(Cl)cc2)[nH]c(=O)c1-c1ccccc1	-2	-4%	-1	-8%	-42	1%	-5%	-8%	x	-6
C=CCOc1c(CNc2ccc(C(=O)O)cc2)cccc1OCC	2	-3%	10	-6%	-27	-1%	-5%	-2%	1%	-13
N#CC/C(N)=N/Nc1nc2ccccc2nc1Cc1ccccc1	-1	u	-2	-20%	0	-15%	1%	-6%	4%	0
CCOc1ccc(N2CC(=O)N/C2=N\c2nc(C)cc(C)n2)cc1	4	14%	-4	18%	14	-1%	-2%	2%	-2%	-2
COc1ccc(OCC(O)CNC2CCCC2)cc1 (stereo not drawn)	0	-3%	2	-15%	-21	5%	-2%	10%	6%	-14
COc1ccc(CN(CC(=O)NC2CCCC2)C(=O)CCC(=O)Nc2nccs2)cc1	5	3%	1	-66%[inhibitor]	-13	38%[activator]	1%	-1%	-3%	-5
CCOC(=O)c1ccc(NC(=O)CCNc2c(N3CCCC3)c(=O)c2=O)cc1	-2	-2%	-1	14%	3	0%	0%	2%	-3%	3
CCCCn1c(SC(C)C(N)=O)nc2cc(C(=O)OC)ccc2c1=O (stereo not drawn)	-2	-9%	3	13%	32	-1%	-1%	2%	0%	-11
COc1ccc(C(=O)NCCCn2nc(C)cc2C)cc1S(=O)(=O)N1CCOCC1	0	x	x	0%	-9	x	x	-1%	0%	-18
COc1ccc(C(C(=O)NC(C)(C)C)N(Cc2ccc(F)cc2)C(=O)CCC(=O)Nc2cc(C)on2)cc1 (stereo not drawn)	9	-5%	2	0%	-6	-10%	0%	-24%	-1%	6
Cc1ccc2cccc(OCCOCCOc3ccccc3Br)c2n1	8	-2%	-4	-4%	3	13%	1%	3%	-4%	-2
CCOC(=O)CSc1nnc(CNC(=O)c2ccc(OC)cc2OC)n1C	-5	-23%	-1	-5%	u	1%	0%	-2%	-6%	-8
Cc1ccccc1C(=O)c1c[nH]c(C(=O)NCCc2ccccn2)c1	1	0%	-2	21%	-13	11%	-1%	-4%	2%	-8
C/C(=N\Nc1nc(Nc2ccccc2)nc(N2CCOCC2)n1)c1cccs1	u	0%	-3	-22%	-8	-5%	2%	0%	-1%	1
COc1ccc(-c2nnc(SCc3ncc(-c4ccccc4)o3)o2)cc1	16	-4%	1	19%	-4	0%	1%	-2%	3%	-15
CC(C)(C)c1ccc(S(=O)(=O)N2CCN(c3ccccn3)CC2)cc1	23	-2%	-1	-24%	-10	1%	0%	3%	7%	1
COc1ccc(-c2nc3c(c4nnc(SC(C)C(=O)Nc5ccccc5)n24)COC(C)(C)C3)cc1 (stereo not drawn)	-11	-21%	0	20%	6	7%	2%	2%	-5%	18
Cc1nc(=O)c(-c2ccccc2)c(C)n1CCO	-2	-7%	2	5%	-2	-3%	3%	-1%	-3%	6
CCN(CC(=O)NCc1cccs1)C(=O)/C=C/c1cc(OC)ccc1OC	1	x	x	4%	2	x	x	x	10%	-10
CC(=O)c1cccc(S(=O)(=O)Nc2cc(C(F)(F)F)ccc2N2CCOCC2)c1	3	x	x	2%	-7	x	x	-10%	7%	0
CCc1noc(C)c1C(=O)NCCc1ccc(Cl)cc1	4	x	x	-15%	-11	x	x	2%	3%	2
CCN1CCN(C(=O)c2ccc(Cl)c(S(=O)(=O)N3CCCCC3)c2)CC1	0	0%	x	8%	1	14%	6%	7%	11%	31

Screening data from PubChem.
